High-throughput results (PubChem)
MITF inh = MITF inhibitors, primary screen, biochemical, AlphaScreen, human. Microphthalmia-associated transcription factor (Homo sapiens), O75030. AlphaScreen MITF homodimerization, bead proximity signal. inhibition, % at 2.6 µM. hit rate 0.91% among 650,000; in the data active means inhibition above about 50%;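 further: 0% = vehicle wells with protein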
FBW7 act = FBW7 E3 ligase activators, primary screen, biochemical, AlphaScreen, human; F-box/WD repeat-containing protein 7 (Homo sapiens), Q969H0; AlphaScreen FBW7–phospho-cyclin E peptide binding, activator screen; normalized activity (activation), % at 26.1 µM; hit rate 0.13% among 650,000; AID 1259310, 2017; in the data active means normalized activity above about 1.9%;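 further: purified mutant Fbw7 with reduced substrate affinity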
Target sequence (Q969H0 whole entry, looked up): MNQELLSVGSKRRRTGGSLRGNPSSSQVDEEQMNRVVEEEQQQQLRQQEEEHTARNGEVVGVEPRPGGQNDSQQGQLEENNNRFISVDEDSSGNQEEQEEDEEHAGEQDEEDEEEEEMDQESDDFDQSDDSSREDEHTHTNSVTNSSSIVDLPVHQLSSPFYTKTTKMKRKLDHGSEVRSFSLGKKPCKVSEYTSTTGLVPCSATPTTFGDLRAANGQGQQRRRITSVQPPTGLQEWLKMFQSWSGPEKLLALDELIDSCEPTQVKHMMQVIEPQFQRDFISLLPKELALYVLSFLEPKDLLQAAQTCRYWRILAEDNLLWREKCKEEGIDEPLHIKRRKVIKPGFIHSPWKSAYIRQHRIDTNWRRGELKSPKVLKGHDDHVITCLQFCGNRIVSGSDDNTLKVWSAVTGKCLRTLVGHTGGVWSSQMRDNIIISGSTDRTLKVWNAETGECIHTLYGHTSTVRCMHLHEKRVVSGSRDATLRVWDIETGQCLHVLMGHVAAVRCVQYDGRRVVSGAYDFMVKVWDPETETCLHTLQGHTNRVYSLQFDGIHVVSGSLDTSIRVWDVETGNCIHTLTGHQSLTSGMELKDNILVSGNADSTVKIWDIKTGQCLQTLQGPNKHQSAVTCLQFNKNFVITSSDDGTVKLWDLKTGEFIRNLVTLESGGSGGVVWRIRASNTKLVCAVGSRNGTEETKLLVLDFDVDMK
GPR151 activ = activators of human GPR151, primary screen, cell-based, PathHunter beta-arrestin, luminescence | G-protein coupled receptor 151 (Homo sapiens), Q8TDV0 | PathHunter beta-arrestin GPR151 cells | hit rate 1% among 650,000 | activation, % at 11.2 µM; in the data active means activation above about 4.9%;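 further: 0% = median of compound wells and 100% = cells with positive control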
Target sequence (Q8TDV0 whole entry, looked up): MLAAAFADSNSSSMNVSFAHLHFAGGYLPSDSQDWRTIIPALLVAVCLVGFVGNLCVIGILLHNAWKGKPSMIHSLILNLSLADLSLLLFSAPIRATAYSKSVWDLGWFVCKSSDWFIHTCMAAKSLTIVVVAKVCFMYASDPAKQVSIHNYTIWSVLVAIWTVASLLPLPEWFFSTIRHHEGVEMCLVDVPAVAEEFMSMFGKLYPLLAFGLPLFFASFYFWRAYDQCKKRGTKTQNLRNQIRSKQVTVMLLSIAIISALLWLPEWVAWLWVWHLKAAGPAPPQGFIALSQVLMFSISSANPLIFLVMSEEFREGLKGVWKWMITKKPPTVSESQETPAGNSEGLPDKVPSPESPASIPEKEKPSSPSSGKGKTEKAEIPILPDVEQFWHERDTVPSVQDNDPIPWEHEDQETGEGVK
TEAD-YAP inh = TEAD-YAP interaction inhibition, primary screen, TEAD-YAP interaction inhibitor project, luminescence, HEK-TIYL cells. TEAD-Gal4/YAP UAS-luciferase luminescence. inhibition, % at 9.12 µM. hit rate 1.4% among 640,000. AID 1259422, 2018; in the data active means inhibition above about 32%;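 further: 0% = median of test compound wells and 100% = reference inhibitor wells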
* = called active by the depositor.

no.	smiles	MITF inh	FBW7 act	GPR151 activ	TEAD-YAP inh
1	O=C(c1cccc(F)c1)N1CC[C@H]2[C@H](CCCN2C(=O)c2cc3c([nH]c2=O)CCCC3)C1	-1	-0.2	1.2	2
2	O=C(CNCc1cccnc1)Nc1ccccc1N1CCOCC1	102*	0.3	0.2	-2
3	CCCOC(=O)c1ccc(NC(=O)C(Cl)(Cl)Cl)cc1	-5	0.0	-1.7	-27
4	Cn1c(=O)c2c(NC(=O)c3ccc(F)c(F)c3)ccnc2n(C)c1=O	1	0.2	-0.9	4
5	CCC(C)NC(=O)c1cc(-c2ccccc2F)no1 (stereo not drawn)	-3	0.1	0.5	-47
6	O=C(O)C1CSC(c2ccc(OCc3cccc(F)c3)cc2)N1 (stereo not drawn)	6	0.2	-2.8	-26
7	CCOC(=O)C1=C(C)N=C2SCC(=O)N2C1c1ccc(O)c(OC)c1 (stereo not drawn)	3	0.0	1.6	-10
8	Cn1c(=O)c2cc(S(=O)(=O)NCCC(=O)NCCC3=CCCCC3)ccc2n(C)c1=O	16	-0.3	-0.9	18
9	O=C(c1cc(N2C(=O)C3C4CCC(C4)C3C2=O)ccc1Cl)N1CCN(c2ccccc2)CC1 (stereo not drawn)	-5	-0.2	1.0	-11
10	Cn1c(=O)c2c(nc(NCCc3ccccc3)n2C)n(C)c1=O	0	-0.1	1.2	14
11	O=C(Nc1ccc(N2CCOCC2)c2nonc12)C1CCCO1 (stereo not drawn)	18	-0.1	1.0	-58
12	CC(=O)Nc1ccc(NC(=O)CCC(=O)NCCO)cc1	-26	0.1	-2.6	-8
13	CC(C)CNC(=O)CN1C(=O)C2CC=CCC2C1=O (stereo not drawn)	2	0.1	1.7	-3
14	O=C(Nc1ccc(N2CCOCC2)cc1N1CCOCC1)c1ccco1	4	-0.1	-0.1	1
15	CC(C)N(c1ccccc1)c1ccc(NC(=O)CN2CCC(C(N)=O)CC2)cc1	0	0.0	1.4	-4

Down the list, from the results shown:
GPR151 activ for entries 7 to 15, in order: 1.6, -0.9, 1.0, 1.2, 1.0, -2.6, 1.7, -0.1, 1.4
FBW7 act for entries 7 to 15, in order: 0.0, -0.3, -0.2, -0.1, -0.1, 0.1, 0.1, -0.1, 0.0
TEAD-YAP inh for entries 7 to 15, in order: -10, 18, -11, 14, -58, -8, -3, 1, -4

Further results
no.	smiles	MITF inh	FBW7 act	GPR151 activ	TEAD-YAP inh
16	Cc1ccccc1NC(=O)c1ccc2c(c1O)C(=O)c1ccccc1C2=O	9	0.1	-1.0	-3
17	Cc1ccc(/C(O)=C2/C(=O)C(=O)N(CCN(C)C)C2c2ccccc2F)cc1 (stereo not drawn)	14	0.0	0.4	1
18	Cc1ccccc1NC(=O)c1ccc(CSc2ncccn2)cc1	-17	0.1	-2.2	-22
19	O=C(O)C1CC=C(Cl)CC1C(=O)NCc1ccccc1 (stereo not drawn)	-22	0.3	-0.6	-12
20	O=C(O)c1cc(Cl)ccc1NC(=O)C1CCCO1 (stereo not drawn)	0	0.0	0.0	6
21	O=C(Nc1nc2ccc(Cl)cc2s1)c1ccc(Br)o1	2	-0.1	1.9	-44
22	CC(C)OC(=O)CC1C(=O)NCCN1C(=S)NC(=O)C1CCCCC1 (stereo not drawn)	19	0.5	-1.2	5
23	c1ccc(OCCNc2ncnc3nc(-c4csc5ccccc45)[nH]c23)cc1	4	0.1	1.5	3
24	CCN(Cc1cnn(C)c1)C(=O)CC1C(=O)NCCN1CCC(C)C (stereo not drawn)	9	0.0	1.3	-3
25	COc1ccc2c(c1)C=C(CN1CCc3nc(C)[nH]c(=O)c3C1)CO2	-4	-0.2	2.1	1
26	COC(=O)c1c(NC(=O)CSc2nnnn2-c2ccccc2)sc2c1CCC2	14	0.7	2.3	0
27	O=C(N1CCN(c2ccccc2)CC1)C1(S(=O)(=O)c2ccc(Cl)cc2)CC1	-1	-0.1	4.8	1
28	CCN(CC)c1ccc(/C=N\NC(=O)c2cc(C(C)(C)C)[nH]n2)c(O)c1	5	0.1	-0.8	26
29	CN1CC=C2C(C(=O)O)=C(N)C(C#N)(C#N)C(c3ccc(-c4ccccc4)cc3)C2C1 (stereo not drawn)	-4	-0.1	-1.6	-2
30	N#Cc1ccc(/C=C/c2ccc(C#N)cc2)cc1	-7	-0.1	1.7	12

Next compounds follow.
no.	smiles	MITF inh	FBW7 act	GPR151 activ	TEAD-YAP inh
31	Cc1cc(C)c(C2C(C#N)=C(N)Oc3n[nH]c(-c4ccc(Cl)c(Cl)c4)c32)c(C)c1 (stereo not drawn)	-3	0.2	-0.1	11
32	CC(C)(CNC(=O)CN1Cc2ccccc2OC(c2ccccc2)C1)N1CCOCC1 (stereo not drawn)	-10	0.1	0.8	12
33	Nc1nnc(SCC(=O)NCC(=O)c2ccccc2)s1	18	0.3	0.2	6
34	C=CCNC(=O)CO/N=C/c1ccc(OC(F)F)c(OC)c1	-1	0.1	0.8	-7
35	CN(C)C(=O)n1nnc2ccccc21	14	-0.1	-0.3	59*
36	CNC(=S)N/N=C/c1c(Cl)cccc1Cl	-3	-0.1	0.5	3
37	CC(C)N(C(=S)NCCN1CCOCC1)c1ccccc1	9	0.0	1.2	6
38	c1cc2c(cc1CN1CCN(c3nc(NC4CC4)c4ncn(C5CCCCC5)c4n3)CC1)OCO2	14	-0.3	0.3	3
39	COc1cc(/C=N/NC(=O)c2cccc(Cn3cccn3)c2)cc(Br)c1O	17	0.2	0.2	-6
40	Cc1c(C(C)NC(=O)CCn2cnnn2)cnn1-c1cccc2ccccc12 (stereo not drawn)	-11	0.1	0.3	-5
41	Cn1cc(C(=O)c2cc(F)ccc2O)cc(C#N)c1=O	2	0.1	0.2	2
42	COc1ccc(-c2ccnc(SCC(=O)Nc3ccccn3)n2)cc1	2	-0.2	1.7	0
43	CCc1c(C)nc2cc(-c3ccc(OC)c(OC)c3)nn2c1NCCO	-2	-0.1	0.0	-29
44	Cn1c(=O)c2[nH]c(Sc3ccc([N+](=O)[O-])cc3[N+](=O)[O-])nc2n(C)c1=O	-8	-0.1	-1.1	-13
45	COc1ccc(N=Cc2c(O)n(-c3ccccc3Cl)c(=O)[nH]c2=O)cc1	5	-0.1	0.1	0

The results go on.
no.	smiles	MITF inh	FBW7 act	GPR151 activ	TEAD-YAP inh
46	COc1ccc(C2CC(c3cccs3)=NN2C(=O)CSc2nnc(CNC(=O)c3ccccc3F)n2-c2ccccc2)cc1 (stereo not drawn)	8	0.4	-1.0	20
47	COc1ccc(NC(=O)c2cn(C)c(=O)c3ccccc23)cc1	-7	0.0	0.0	0
48	COc1ccc(OC)c(Nc2nc(N)nc(CSc3nnc(N)s3)n2)c1	17	0.5	0.7	9
49	Cc1cccc(N(CC(=O)NC(C)C)C(=O)CCC(=O)Nc2ccccn2)c1	8	0.2	-0.9	-3
50	CC(C)C[C@H]1NC(=O)[C@H]2CN(Cc3cnn(-c4ccccc4F)c3)CCN2C1=O	-8	-0.1	-0.9	0
51	Cc1ccccc1C(=O)Nc1ccccc1N1CCN(S(C)(=O)=O)CC1	17	0.8	-1.8	5
52	O=C(Nc1nc2ccccc2s1)c1cc2ccccc2o1	-1	-0.1	-2.6	-37
53	COc1ccc(NC(=O)C2=C(C)NC(=S)NC2c2ccc(Cl)cc2)c(OC)c1 (stereo not drawn)	24	0.3	0.4	-4
54	CCC1Sc2cc(S(=O)(=O)CCC(=O)NC(C)(C)C)ccc2NC1=O (stereo not drawn)	-9	-0.2	0.3	4
55	O=C(Nc1ccc(S(=O)(=O)Nc2ccccn2)cc1)Nc1ccc(Cl)c(Cl)c1	11	0.2	-2.2	4
56	COc1ccc(NC(=O)CSc2n[nH]c(-c3ccccc3O)n2)c(OC)c1	8	-0.2	-0.8	19
57	O=C(c1ncoc1-c1ccc2ccccc2c1)N1CCN(Cc2ccc3c(c2)OCO3)CC1	-1	-0.1	2.0	7
58	CC1CCN(C(=O)c2ccc([N+](=O)[O-])cc2NC(=O)c2cccs2)CC1	12	0.6	-1.1	1
59	O=C(CNc1ccc(I)cc1)N/N=C/c1ccc2c(c1)OCO2	-19	-0.1	0.8	0
60	O=c1[nH]c2cc3c(cc2cc1CN(CC1CCCO1)S(=O)(=O)c1ccccc1)OCO3 (stereo not drawn)	6	0.1	0.1	-1

The list continues.
no.	smiles	MITF inh	FBW7 act	GPR151 activ	TEAD-YAP inh
61	COc1ccccc1C1CN(Cc2ccc(NC(C)=O)s2)Cc2ccccc2O1 (stereo not drawn)	1	-0.1	1.4	10
62	CCNc1nc2[nH]c(=O)cc(O)c2s1	0	-0.2	1.5	9
63	O=C1CC(c2ccc(Cl)cc2)CC2=C1C(c1ccc(F)cc1)N(C(=O)C1CC1)c1ccccc1N2 (stereo not drawn)	7	0.0	0.6	-1
64	N#Cc1ccccc1NC(=O)CS(=O)(=O)c1ccccc1	4	0.1	1.2	-33
65	CN(CC(=O)Nc1cccc(C(F)(F)F)c1)S(=O)(=O)c1ccccc1	-5	-0.1	0.5	-17
66	CCC(C)N=Cc1c(O)n(Cc2ccccc2)c(=O)[nH]c1=O (stereo not drawn)	-1	0.2	-1.1	-11
67	CSc1nc2sc3c(c2c(=O)n1Cc1ccccc1)CCCCC3	10	-0.1	-0.8	-1
68	CC1CCc2c(sc(NC(=O)C(C)(C)C)c2C(N)=O)C1 (stereo not drawn)	1	0.0	0.7	-6
69	CCN(CC)C(=O)CN(c1cccc(OC)c1)S(=O)(=O)c1ccccc1	-1	-0.1	-0.4	-7
70	CCn1nc(C)c(NC(=S)Nc2ccc([N+](=O)[O-])cc2OC)c1C	-5	-0.2	-0.1	-5
71	CC(=O)c1ccc(Nc2cc(C)nc3nc(C)nn23)cc1	18	0.5	-1.3	-1
72	O=c1c(Br)c(NCCCO)cnn1-c1ccccc1	9	1.2	0.8	-25
73	O=C1NC(=S)S/C1=C\c1ccccc1OS(=O)(=O)c1ccccc1[N+](=O)[O-]	15	0.2	3.3	9
74	COc1cccn2c(C(=O)Nc3ccc(Cl)cc3)c(C(F)(F)F)nc12	10	-0.2	14*	0
75	O=C(Nc1cc(C(=O)N2CCCC2)ccc1N1CC2CC(C1)c1cccc(=O)n1C2)c1cccs1 (stereo not drawn)	3	0.0	-1.6	10

Continuation.
no.	smiles	MITF inh	FBW7 act	GPR151 activ	TEAD-YAP inh
76	CC(=O)C1=C(O)C(=O)N(CC2CCCO2)C1c1ccccc1Cl (stereo not drawn)	2	-0.1	0.2	5
77	CCSc1nncn1/N=C/c1ccc(OC)c(OC)c1	-4	0.0	-0.9	-8
78	c1ccc(CCc2nc(-c3ccccc3)no2)cc1	0	0.3	0.8	-26
79	CC(C)C(c1nnnn1CC1CCCO1)N1CCN(C2CCCC2)CC1 (stereo not drawn)	1	0.0	0.4	-2
80	COC(=O)c1ccc2c(c1)C(=O)/C(=C/c1cccc(O)c1)O2	13	-0.1	-1.6	42*
81	O=C(Nc1ccncc1)c1sc2cc(Cl)ccc2c1Cl	17	0.9	1.3	-8
82	CCN(CC)S(=O)(=O)c1ccc(N=Cc2c(O)oc(=O)c3ccccc23)cc1	18	0.2	2.2	1
83	Nc1ncnc2nc(SCc3ccc4nsnc4c3)[nH]c12	6	0.0	0.7	-9
84	COc1ccccc1CN1C[C@@H]2C[C@@H](c3ccccc3OC)N3CCC[C@@]23C1=O	10	0.2	0.6	4
85	O=[N+]([O-])c1cccc(S(=O)(=O)NCCc2cn3ccsc3n2)c1	8	6.2*	1.1	-4
86	CN(C)/C=N/c1sc2c(c1C#N)CCCCC2	4	0.0	1.2	-22
87	COc1ccc(CC(=O)NNC(=O)N2c3ccccc3Sc3ccccc32)cc1	1	-0.1	-0.9	4
88	Cc1ccc2nc(/C(C#N)=C/c3ccco3)[nH]c2c1	-2	0.2	-1.1	-32
89	Cc1ccc2c(c1)c(=O)c1ccccc1n2CC(=O)N1CCN(c2ccc([N+](=O)[O-])cc2)CC1	6	-0.1	-0.9	12
90	CS(=O)(=O)N(CC(=O)O)c1cccc(Cl)c1Cl	11	0.0	0.5	4

Next part
no.	smiles	MITF inh	FBW7 act	GPR151 activ	TEAD-YAP inh
91	CNC(=O)CN(c1ccc(Cl)cc1)S(=O)(=O)c1ccc(OC)c(OC)c1	12	0.0	-0.3	2
92	Cc1[nH]c2ccccc2c1CCNC(=O)NC(=O)c1cccs1	15	0.5	-1.4	-2
93	O=S(=O)(c1ccc(NCCN2CCOCC2)nc1)N1CCCC1	7	0.1	-1.5	-1
94	NC(=O)c1ccc(NC(=O)CN2C(=O)NC3(CCCC3)C2=O)cc1	12	0.0	0.0	8
95	Nc1nc(SCc2nnc(-c3ccccc3)o2)n[nH]1	15	0.1	-0.2	1
96	COC(=O)C1=C(C)Nc2[nH]c(=O)[nH]c(=O)c2C1c1ccccc1Cl (stereo not drawn)	14	0.2	-1.5	-1
97	CCN1CCN(CC(=O)Nc2ccc(C(F)(F)F)cc2)C(=O)C1=O	6	1.0	-0.4	12

Compound profiles, from the list above. Order of values: MITF inh, FBW7 act, GPR151 activ, TEAD-YAP inh
Shown for `Nc1nc(SCc2nnc(-c3ccccc3)o2)n[nH]1` → 15, 0.1, -0.2, 1
Shown for `CNC(=O)CN(c1ccc(Cl)cc1)S(=O)(=O)c1ccc(OC)c(OC)c1` → 12, 0.0, -0.3, 2
Shown for `Cc1[nH]c2ccccc2c1CCNC(=O)NC(=O)c1cccs1` → 15, 0.5, -1.4, -2
Shown for `COC(=O)C1=C(C)Nc2[nH]c(=O)[nH]c(=O)c2C1c1ccccc1Cl` (stereo not drawn) → 14, 0.2, -1.5, -1

Random draw from the library; about 3.5% have a hit in one of these screens.
